Menin-MLL TR inh – menin-MLL binding inhibition, Texas Red mutant peptide; hit rate 0.23% among 270,000; Menin + Texas Red MLL mutant peptide, fluorescence polarization; O00255; AID 1768; Potency, µM (top dose mostly 61.6 µM), for the others: top-dose FP activity change, negative = inhibition, usual class: inhibitors; active means well fitted inhibition curve with a large enough effect in the polarisation, with a control signal flat, not every such curve was filed as active; inconclusive means small, poorly fitted or top-dose-only effect, or effect the other way, or a change in a side signal; inactive means no such curve, though single readings can be large or run the other way; the % refers to the polarisation; further: potency means the concentration at half of the fitted maximal effect; % of control where 0% means no effect; many of its hits are not listed in these tables
Mito fusion yeast – blocks mitochondrial division or promotes mitochondrial fusion | S. cerevisiae fusion-defective mutant growth rescue, CellTiterGlo 48 h | Potency, µM (series often up to 46.1 µM), inactives show top-dose growth rescue (activation), most hits filed as activators | hit rate 0.23% among 320,000;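 further: potency means the concentration at half of the fitted maximal effect; % of control where 0% means no effect; nearly all actives have a fitted effect of over 45% in size; temperature-sensitive fusion mutants such as fzo1-1 at 37 °C on non-fermentable ethanol glycerol medium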
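S. cerevisiae fusion-defective temperature-sensitive mutants (e.g. fzo1-1, mgm1-5) grown 48 h at 37C in YPEG (ethanol/glycerol non-fermentable) medium with 23 nl compound per well; growth rescue read as CellTiterGlo luminescence.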
MBNL1-CUG inh – inhibitors of human MBNL1 binding to CUG repeat RNA; Q9NR56; TR-FRET MBNL1-His/biotin-(CUG)12 binding, 665/545 ratio; Potency, µM (highest dose often 57.5 µM), for the others: top-dose activity change, negative = inhibition, hits mostly inhibitors; hit rate 0.036% among 280,000; active means well fitted inhibition curve with a large enough effect in the signal ratio, with a control signal flat, not every such curve was filed as active; inconclusive means small, poorly fitted or top-dose-only effect, or effect the other way, or a change in a side signal; inactive means no such curve, though single readings can be large or run the other way; the % refers to the signal ratio; further: potency means the concentration at half of the fitted maximal effect; on the % scale 0 is the no-effect control and ±100 the full control effect
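Compound titration spanned 92 nM–58 uM against the MBNL1-His/biotin-(CUG)12 complex. After 60 min at room temperature with 5 nM streptavidin-XL665 and 0.055 ng/ul terbium anti-His, ratiometric 665/545 nm emission (Ex 340 nm) normalized to controls.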
TSHR antag – human thyrotropin receptor antagonism; hit rate 0.2% among 330,000; TSHR-expressing cells, TSH-stimulated cAMP HTRF, 2 h; hits give low values; P16473; AID 504810; activity change, negative = inhibition, % at 11.5 µM;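 active means activity change below a set negative limit, meaning inhibition stronger than a set level, cut at about -70% in these data; inconclusive means activity change between two set negative limits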; further: on the % scale 0 is the no-effect control and ±100 the full control effect
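Inhibition of cAMP made by TSHR-expressing cells under TSH stimulation (4nM final, EC80; 2 h, 37 deg C) is quantified with a one-step lysis HTRF kit, anti-cAMP cryptate versus cAMP-d2.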
AT treatment – candidate therapy for ataxia-telangiectasia. […] A-T fibroblasts, KAP-1 phosphorylation AlphaLISA; neocarzinostatin DNA damage 30 min before lysis. Potency, µM (series often up to 57.5 µM), without a hit: at the highest dose activation, hits mostly activators. hit rate 0.19% among 320,000; further: potency means the concentration at half of the fitted maximal effect; % of control where 0% means no effect; nearly all actives have a fitted effect of over 45% in size
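ATM-like activity read as KAP-1 phosphorylation via AlphaLISA donor/acceptor antibody pairs after lysis and 6 hr at 25C. Cells were ATM-null patient fibroblasts ([…], hTERT), dosed 60 min, then exposed to the DSB inducer NCS for 30 min.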
TSG101-PTAP inh – blocks PTAP/TSG101 interaction to inhibit HIV-1 budding | Q99816 | Fluorescence polarization, FITC-PTAP peptide / Tsg101 binding | Potency, µM (series often up to 115 µM), without a hit: top-dose activity change, negative = inhibition, usual class: inhibitors | 340,000 tested, under 10 active | AID 493005; active means well fitted inhibition curve with a large enough effect in the main read-out, with a control signal flat, not every such curve was filed as active; inconclusive means small, poorly fitted or top-dose-only effect, or effect the other way, or a change in a side signal; inactive means no such curve, though single readings can be large or run the other way; further: potency means the concentration at half of the fitted maximal effect; % of control where 0% means no effect
Target sequence (Q99816 whole entry, looked up): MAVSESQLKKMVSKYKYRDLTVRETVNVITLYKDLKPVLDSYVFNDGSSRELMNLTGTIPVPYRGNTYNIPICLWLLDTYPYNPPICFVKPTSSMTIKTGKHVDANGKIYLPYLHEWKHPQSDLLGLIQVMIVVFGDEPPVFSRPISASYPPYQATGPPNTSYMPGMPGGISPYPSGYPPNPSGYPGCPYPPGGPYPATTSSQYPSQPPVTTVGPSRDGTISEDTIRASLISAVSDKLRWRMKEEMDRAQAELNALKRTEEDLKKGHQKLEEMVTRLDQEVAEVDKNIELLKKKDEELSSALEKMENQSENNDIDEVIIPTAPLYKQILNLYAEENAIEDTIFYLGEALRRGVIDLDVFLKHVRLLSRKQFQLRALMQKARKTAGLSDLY
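Compounds were pin-transferred onto Tsg101 binding domain (10 uM final) in HEPES pH 7.5 buffer, then FITC-PTAP peptide was added at 50 nM final. After 20 min at RT, polarization reported peptide displacement across a qHTS concentration series.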
ASM inhibitor – human S-ASM enzyme inhibition | placental ASM, HMU-PC fluorogenic substrate, 60 min | Potency, µM (doses to about 57.5 µM), for inactives: at the highest dose activity change, negative = inhibition, hits mostly inhibitors | hit rate 0.006% among 340,000 | AID 504937; further: potency means the concentration at half of the fitted maximal effect
Target sequence (P17405 47-631 limits assumed): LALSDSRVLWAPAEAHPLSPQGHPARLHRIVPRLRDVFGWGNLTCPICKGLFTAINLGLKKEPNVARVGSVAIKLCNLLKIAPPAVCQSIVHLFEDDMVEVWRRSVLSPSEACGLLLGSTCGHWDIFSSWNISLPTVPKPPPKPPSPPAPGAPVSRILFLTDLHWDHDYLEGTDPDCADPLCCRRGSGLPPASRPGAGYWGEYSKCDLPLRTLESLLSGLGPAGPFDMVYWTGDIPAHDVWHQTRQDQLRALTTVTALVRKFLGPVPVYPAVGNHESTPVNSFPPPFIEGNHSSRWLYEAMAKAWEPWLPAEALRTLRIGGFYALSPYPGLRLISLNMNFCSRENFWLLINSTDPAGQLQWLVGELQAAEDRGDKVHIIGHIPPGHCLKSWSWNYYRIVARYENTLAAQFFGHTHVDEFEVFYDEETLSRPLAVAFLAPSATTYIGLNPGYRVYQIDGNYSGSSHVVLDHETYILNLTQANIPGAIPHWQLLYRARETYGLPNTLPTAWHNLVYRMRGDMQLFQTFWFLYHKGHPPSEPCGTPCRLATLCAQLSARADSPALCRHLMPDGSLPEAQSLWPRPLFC
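Human placenta-derived ASM preincubated with compound 10 min at room temperature, then reacted with 9 uM (final) fluorogenic HMU-PC substrate for 60 min at 37 C. Stop solution raises pH to 10; fluorescence read at Ex 386/Em 447 nm.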
TCR act – activates T cell receptor signaling; Potency, µM (top dose mostly 9.22 µM), without a hit: at the top dose activation of IL-2 secretion, most hits filed as activators; 330,000 tested, under 10 active; primary human leukocytes, anti-CD3, IL-2 HTRF, 48 h; AID 504894; further: % of control where 0% means no effect
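HTRF read-out of IL-2 secretion: europium cryptate donor excited at 320nm, d2 acceptor emission at 665nm. Cells were primary human leukocytes incubated 48 hr with compounds and a-CD3 beads, supplying TCR signal only.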
Integrin act MD – integrin-mediated muscular dystrophy alleviation activation | alpha7betagal myoblasts, beta-gal FDG fluorescence, 48 h | Potency, µM (series often up to 38.3 µM), for the others: at the top dose activation, usual class: activators | hit rate 0.064% among 350,000;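 further: potency means the concentration at half of the fitted maximal effect; 100% = response of the positive control SU9516; nearly all actives have a fitted effect of over 60% in size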
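Alpha7betagal+/- myoblasts (passage 13) were plated 16-24 hr, then exposed to compounds (1:260 dilution of DMSO stock) for 48 hours at 37C. After MPER lysis, β-galactosidase reporter activity was read as FDG fluorescence (ex 480/em 540) after 30 minutes.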
CXXC DNA block – blocks binding of human MLL CXXC domain to DNA; MLL-CXXC / FITC-HOXA9 DNA fluorescence polarization; hit rate 0.037% among 290,000; Q03164; Potency, µM (highest dose often 115 µM), for the others: at the top dose activity change, negative = inhibition, hits mostly inhibitors; active means well fitted inhibition curve with a large enough effect in the polarisation, with a control signal flat, not every such curve was filed as active; inconclusive means small, poorly fitted or top-dose-only effect, or effect the other way, or a change in a side signal; inactive means no such curve, though single readings can be large or run the other way; the % refers to the polarisation; further: potency means the concentration at half of the fitted maximal effect
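Fluorescence polarization: 7 uM MLL-CXXC (stock) preincubated 5 min with compounds, then 50 nM fluorescein-HOX-A9 DNA (stock) added; 30 min ambient. Buffer 50 mM Tris-HCl pH 7.5, 50 mM NaCl, 1 mM DTT, 0.05% BSA.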
* = called active by the depositor; ? = inconclusive; · = not tested or not shown; [ ] = dose if it differs, or a comment. Unless noted, the call rests on the fitted dose curve; in most records, active means well fitted curve in the direction sought with a large enough effect; inconclusive means small, poorly fitted or top-dose-only effect, or another doubt; inactive means no such curve, though single readings can be large; an effect the other way counts as inactive or inconclusive. This is a subset (hit frequency here may not be typical).

SMILES	Menin-MLL TR inh	Mito fusion yeast	MBNL1-CUG inh	TSHR antag	AT treatment	TSG101-PTAP inh	ASM inhibitor	TCR act	Integrin act MD	CXXC DNA block
Cc1ccc(NC(=O)CSc2nc3nn(-c4ccccc4)c(=O)c-3c3n2CCCCC3)cc1F	·	·	·	·	-12%	-3%	-22%	-2%	-3%	·
COc1ccc(C2(CNC(=O)c3ccc(Br)o3)CCOCC2)cc1	19%	-6%	6%	1	1%	-8%	-1%	-4%	16%	-1%
O=C(c1cc(-c2ccc(Br)cc2)on1)N1CCc2ccccc2C1	0%	10%	-7%	28	7%	-2%	1%	4%	5%	3%
CCCOP(=O)(c1ccc(N(C)C)cc1)C(Nc1ccccc1)c1ccc(N(C)C)cc1 (centres undefined)	-5%	3%	-2%	15	1%	-5%	-2%	-4%[46.1 µM]	-2%	5%
COC(C/C=C\[C@@H](O)[C@H](C)OCc1ccccc1)OC	·	·	·	·	·	1%	0%	-3%	13%	·
CCOCCN1CCN(C2c3ccccc3CSc3ccccc32)CC1 (centres undefined)	·	·	·	·	·	2%	-3%	-4%	-29%	·
Nc1ccc(C(=O)N/N=C/c2sc(N3CCOCC3)nc2-c2ccccc2)cc1	?	-4%	·	-12	-4%	1%	·	8%[46.1 µM]	-9%	-1%
Cc1cc(C)nc(N/N=C/c2ccccc2OCc2ccc(Cl)cc2)n1	-12%	0%	?	-20	3%	0%	·	8%[46.1 µM]	0%	9%
Cc1nn(CC(=O)OCCOc2ccc(Br)cc2)c(C)c1[N+](=O)[O-]	3%	7%	-3%	-21	12%	-5%	-5%	-1%	-4%	5%
Cc1cc(OCC(=O)Nc2sc3c(c2C#N)CC(C)(C)NC3(C)C)c(C(C)C)cc1Cl	·	-3%	0%	37	6%	-1%	?	-3%	-8%	10%
CC1CCN(C(=S)c2cccc(O)c2)CC1	-14%	-11%	-9%	-4	-7%	-3%	-1%	-4%	0%	-8%
CC(C)C(C)NC(=O)COc1ccc(OCc2ccccc2)cc1 (centres undefined)	-19%	?	-4%	-1	-1%	-1%	-2%	-1%	14%	-4%
Cc1cccc(NC(=O)c2cnccn2)c1	-7%	0%	-9%	2	25%	-2%	-2%	·	-13%	-1%
O=C(NCc1ccccc1)N(Cc1cc2cc3c(cc2[nH]c1=O)OCO3)CC1CCCO1 (centres undefined)	-15%	3%	0%	-2	12%	-3%	24%	0%	-25%	1%
O=C(Nc1nccs1)C1CCN(S(=O)(=O)c2c(Cl)cccc2Cl)CC1	-9%	19%	-3%	-10	0%	-5%	-10%	1%	2%	4%
O=C1CC(c2ccccc2)CC(O)=C1C=Nc1ccccc1O (centres undefined)	-3%	5%	2%	12	-2%	-4%	-1%	-1%	-25%	6%
COc1ccc(NC(=O)CC23CC4CC(CC(C4)C2)C3)cn1	2%	9%	-6%	13	-2%	-2%	2%	1%	4%	7%
COc1cc(OC)c(OC)cc1CN1CCN(S(=O)(=O)c2ccc(F)cc2)CC1	·	1%	-9%	5	2%	-1%	5%	3%	-7%	13%
COCCNc1nnc(SCC(=O)c2ccc3c(c2)OCO3)s1	5%	-8%	?	112	5%	0%	6%	-1%	15%	-3%
Cc1cc(OC(C)C(=O)NCC(O)c2ccccc2)c2c(C)c(C)c(=O)oc2c1 (centres undefined)	·	-3%	12%	-8	15%	-7%	-2%	-4%	-15%	9%
Cc1ccc(C)c(-n2c(SCC(=O)N3CCC(C(=O)O)CC3)nnc2-c2cccc(Cl)c2)c1	-4%	1%	-5%	-5	-2%	-4%	7%	-5%	-19%	-11%
Cc1ccc(N2CCN(c3ccc(C)cc3)C2c2ccncc2)cc1	-1%	-4%	1%	-5	6%	-1%	-1%	2%	5%	-1%
CCOc1ccc(CCNC(=O)c2c(C)nn(-c3ccccc3)c2Cl)cc1OCC	·	3%	2%	-8	4%	-1%	0%	6%	-24%	5%
CC(C)Cc1c(O)nc(SCC(=O)N2CCCCCC2)[nH]c1=O	-7%	3%	-8%	4	4%	-3%	5%	2%	-2%	0%
O=C(OCCN1CCN(c2ncc(C(F)(F)F)cc2Cl)CC1)c1ccc(F)cc1	1%	10%	-10%	-3	7%	-2%	-1%	9%	-3%	-2%
CN1C(=O)/C(=C/C=C2\SCCN2C)SC1=S	-1%	?	?	23	2%	·	·	-1%[46.1 µM]	·	?
CCc1ccc(/C=N/NC(=O)c2cc(C)on2)s1	-6%	-6%	?	13	-6%	-7%	5%	-2%[46.1 µM]	24%	5%
Clc1ncnc2scc(-c3ccc(Br)cc3)c12	0%	0%	14%	-7	7%	-2%	-10%	5%[46.1 µM]	-48%[inhibitor]	2%
O=C(Nc1ccc(F)cc1)C(NC1CCCCC1)c1ccccc1 (centres undefined)	-5%	0%	-2%	-7	1%	-1%	3%	3%	-8%	10%
CCC(C(=O)NC1CCCC1)N(Cc1ccco1)C(=O)Cn1nnc(-c2ccc(C)cc2)n1 (centres undefined)	-12%	11%	-2%	-25	·	-6%	-15%	·	-30%	-8%
S=c1[nH]nc(-c2cccs2)n1C1CCCCC1	·	-10%	-3%	-10	6%	2%	-4%	-2%	28%	-1%
CC1CCCC(NC(=O)C2CCN(C(=O)Nc3ccccc3)CC2)C1C (centres undefined)	·	-1%	·	19	4%	0%	0%	13%	-25%	·
CCN(CC)C(=O)C1CCCN(Cc2ccc3ccccc3c2)C1 (centres undefined)	-2%	2%	-3%	-4	11%	-1%	-1%	-1%	-27%	4%
CC(C)(C)[C@H]1COC(=O)CCCC/C=C\C[C@H](CC(=O)NCCO)C(=O)N1	·	·	·	0	2%	-3%	-6%	5%	11%	·
O=C(Cn1cnc2ccccc2c1=O)NCC(=O)N1CCOCC1	14%	2%	-4%	7	1%	-2%	0%	-4%	22%	1%
CC(=O)Nc1cccc(NC(=O)CSc2nnnn2Cc2ccccc2)c1	25%	0%	5%	21	1%	-2%	0%	-22%	-3%	4%
O=C(Cc1ccc(Cl)cc1)Nc1ccc(N2CCN(C(=O)c3ccco3)CC2)cc1	6%	0%	1%	-11	4%	-2%	1%	1%	11%	19%
COc1ccccc1N1CCN(C(=O)c2sc3nc4n(c(=O)c3c2C)CCC4)CC1	·	17%	3%	10	8%	-1%	-3%	0%	-20%	-4%
CCOC(=O)CC(N)c1cccc([N+](=O)[O-])c1 (centres undefined)	5%	-3%	·	1	6%	-3%	-6%	-1%	9%	-6%
COc1ccc(-c2noc(CN(C(=O)c3ccc4c(c3)OCO4)C(C)C)n2)cc1OC	·	2%	·	-3	11%	0%	3%	·	22%	·
COc1ccc(NC(=O)CCCCCn2nnc3ccccc3c2=O)cc1	-9%	-4%	1%	7	10%	-1%	6%	-5%	5%	-1%
COc1cccc(C(=O)N/N=C/c2ccc(OC)c(COc3ccccc3C(N)=O)c2)c1	·	1%	-16%	11	13%	-2%	-12%	-2%	4%	-12%
O=C(Nc1ccccc1CC[N+](=O)[O-])N1CCN(c2ccccc2)CC1	-9%	-2%	·	11	-4%	0%	-2%	8%	-15%	10%
Cc1oc(-c2ccc(Cl)cc2)nc1CS(=O)CC(=O)NCc1ccccn1 (centres undefined)	·	-5%	1%	4	-7%	-4%	3%	0%	?	7%
COc1ccc(-c2nc(S(=O)(=O)c3ccc(C)cc3)c(N3CCCC3)o2)cc1	-4%	-2%	2%	-5	3%	-3%	6%	8%	-22%	-2%
COc1ccc(CN(CC2CCC(C(=O)O)CC2)C(=S)Nc2cccc(C)c2)cc1 (centres undefined)	0%	1%	-9%	-16	-2%	0%	1%	-7%	32%	2%
Cc1ccc(C)c(NS(=O)(=O)c2ccc(NC(=O)CSc3ccc(Cl)cc3)cc2)c1	?	-7%	-12%	3	7%	-2%	-1%	-1%[46.1 µM]	6%	3%
NC(=O)CSc1nc(-c2ccccc2)c(-c2ccccc2)o1	2%	0%	2%	-4	0%	-7%	1%	0%[46.1 µM]	10%	1%
COC(=O)c1ccc([C@H]2C=C(C(=O)O)O[C@@H](OCc3ccc(CO)cc3)C2)cc1	·	21%	14%	-7	-16%	-13%	6%	4%	-3%	0%
